Bioassay records deposited in PubChem by National Center for Advancing Translational Sciences (NCATS).
D1 ag = activates the human D1 dopamine receptor; AID 504660; P21728; 360,000 tested, 1% active; activation, % at 2 µM; HEK293 T-REx D1 cells, calcium flux, agonist mode; note: 0% is about no effect
Target sequence (P21728 whole entry, looked up): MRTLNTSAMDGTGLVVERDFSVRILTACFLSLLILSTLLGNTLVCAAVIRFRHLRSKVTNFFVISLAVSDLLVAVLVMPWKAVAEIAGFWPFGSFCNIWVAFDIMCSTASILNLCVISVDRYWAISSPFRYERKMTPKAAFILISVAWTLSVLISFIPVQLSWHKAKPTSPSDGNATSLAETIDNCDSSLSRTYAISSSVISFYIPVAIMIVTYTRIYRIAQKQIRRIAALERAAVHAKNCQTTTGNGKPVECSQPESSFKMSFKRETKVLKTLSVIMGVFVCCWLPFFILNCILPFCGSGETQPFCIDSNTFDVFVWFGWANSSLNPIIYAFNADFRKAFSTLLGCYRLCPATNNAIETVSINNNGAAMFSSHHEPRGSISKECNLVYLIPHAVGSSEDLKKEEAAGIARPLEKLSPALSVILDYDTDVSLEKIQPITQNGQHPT
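Inducible HEK293 T-REx D1 cells, force-coupled to calcium signalling, were plated at 4000 cells/well with tetracycline and held overnight at 30 C. After no-wash calcium dye loading, compound-evoked calcium rise over 180 s flagged agonists.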
D2 antag = D2 dopamine receptor (human) antagonism. HEK293 TREx D2 cells, calcium flux, dopamine EC80. inhibition, % at 10 µM. 340,000 tested, 2% active. AID 485344; in the data active = inhibition above about 30%; note: 0% is about no effect
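Dopamine at EC80 is the agonist stimulus; test compounds precede it by 180 s. Calcium flux read kinetically in a force-coupled, inducible HEK293 T-REx D2 cell line.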
D2 potentiator = positively modulates the human D2 dopamine receptor allosterically; AID 485347; P14416; potentiation, % at 10 µM; HEK293 T-REx D2, calcium flux, EC20 dopamine potentiation; 340,000 tested, 0.34% active;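 active = potentiation over 3 SD above the plate norm, cut at about 30% in these data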; note: 0% is about no effect
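Cells plated with tetracycline inducer and held overnight at 30 C; calcium dye loaded 30–90 min at room temperature; baseline taken, compound added and read 180 s; EC20 dopamine then added and read 180 s.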
D2 agonist = activates the human D2 dopamine receptor; activation, % at 2 µM; 340,000 tested, 0.53% active; HEK293 T-REx D2 cells, calcium flux agonist mode;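 active = activation over 3 SD above normal in the single-dose calcium agonist read, cut at about 30% in these data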; note: 0% is about no effect
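Tetracycline-induced HEK293 T-REx cells with force-coupled D2 receptor, plated overnight at 30 C, loaded with no-wash calcium dye. After a 10 s baseline, compound was pin-added and calcium flux read kinetically for 180 s; calcium rises flagged agonists.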
RXFP1 antagonist = antagonists of human relaxin receptor RXFP1. Q9HBX9. HEK293-RXFP1, relaxin-stimulated cAMP HTRF, 30 min; active compounds read low. activity change, negative = inhibition, % at 57.5 µM. 350,000 tested, 0.59% active. AID 1259400;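 active = activity change of -60% or lower, but not beyond a set lower limit; inconclusive = change between -60% and -40%, or beyond the set limit; inactive = change above -40%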; note: % is set by controls: 0 for no effect and ±100 for the full control effect
D1 potentiator = human D1 dopamine receptor positive modulation; HEK293 TREx D1 cells, calcium flux, dopamine EC20 potentiation; potentiation, % at 10 µM; 360,000 tested, 0.036% active; AID 504651; in the data active = potentiation above about 30%; note: 0% is about no effect
TRHR PAM = allosterically enhances the human TRH receptor; P34981; TRHR cells, fluo-8 calcium fluorescence, EC20 TRH enhancement; enhancement, % at 2 µM; 360,000 tested, 0.66% active; AID 493056; in the data active = enhancement above about 30%; note: 0% is about no effect
Target sequence (P34981 whole entry, looked up): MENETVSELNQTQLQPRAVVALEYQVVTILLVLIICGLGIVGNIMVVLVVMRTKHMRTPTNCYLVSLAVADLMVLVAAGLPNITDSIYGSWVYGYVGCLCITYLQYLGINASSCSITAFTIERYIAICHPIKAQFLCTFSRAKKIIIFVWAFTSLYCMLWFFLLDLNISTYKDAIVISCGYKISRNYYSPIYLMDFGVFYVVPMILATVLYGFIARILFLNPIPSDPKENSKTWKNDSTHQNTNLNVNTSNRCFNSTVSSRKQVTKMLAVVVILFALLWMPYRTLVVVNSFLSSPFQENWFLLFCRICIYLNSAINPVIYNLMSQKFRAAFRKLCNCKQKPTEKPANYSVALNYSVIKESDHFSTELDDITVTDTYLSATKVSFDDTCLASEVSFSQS
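TRHR-expressing cells loaded with fluo-8 calcium dye were read kinetically (ex 480/em 530) during compound addition, then stimulated with an EC20 of TRH (10 nM final). Enhancement of the Gq-mediated intracellular calcium response was scored.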
D1 antagonist = blocks dopamine activation of the human D1 receptor | HEK293 TREx D1 cells, calcium flux, dopamine EC80; active compounds read low | 360,000 tested, 3.2% active | activity change, negative = inhibition, % at 10 µM | AID 504652; in the data active = activity change below about -30%; note: % is set by controls: 0 for no effect and ±100 for the full control effect
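Allosteric or orthosteric antagonism assessed as attenuation of the calcium response to EC80 dopamine, added 180 s after compound, in induced HEK293 Trex D1 cells loaded with no-wash calcium dye.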
TRHR agonist = TRH receptor (human) agonism; 360,000 tested, 0.18% active; P34981; AID 493084; activation, % at 2 µM; TRHR cells, calcium flux fluo-8, FDSS agonist mode; note: 0% is about no effect
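TRHR-expressing cells loaded with fluo-8 calcium dye; 23 nL library compound pin-transferred, kinetic FDSS fluorescence (Ex 480/Em 530) recorded about 180 s for agonist-induced calcium release, before a 10 nM TRH EC20 addition for potentiator mode.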
The depositor's hits bear a star; ? = inconclusive; . = not tested or not shown. Cut-off read from the data, not from the text of the source, unless noted: active = activation above about 30%; inactive = the rest. Rows were taken by chance; about 7.1% have a hit in one of these screens.

SMILES | D1 ag | D2 antag | D2 potentiator | D2 agonist | RXFP1 antagonist | D1 potentiator | TRHR PAM | D1 antagonist | TRHR agonist
COc1ccc(CNC(=O)c2ccc3c(c2)N(Cc2ccccc2)C(=O)c2ccccc2S3=O)cc1 (stereo not drawn) | 1 | . | . | 0.1 | . | 3 | 5 | 12 | -0.4
C=CCc1cc(C)ccc1OCCCC(C(=O)OCC)C(=O)OCC | 10 | -4 | 10 | 0.7 | -21 | 1 | -3 | 24 | 0.6
COCCCNC(=O)c1ccc(Cn2c(=O)c3ccccc3n(CC(N)=O)c2=O)cc1 | 0 | . | 0 | 0.8 | . | -4 | 2 | -21 | 0.7
COc1ccc(C(=O)NC(NC(=S)Nc2ccc(S(N)(=O)=O)cc2)C(Cl)(Cl)Cl)cc1 (stereo not drawn) | 2 | 9 | 2 | 0.3 | 7 | -2 | 19 | 4 | 0.2
COc1ccc2cc3cc(C(=O)N4CCN(c5cccc(Cl)c5)CC4)sc3nc2c1 | 0 | . | 5 | 0.4 | . | 1 | -1 | 3 | 0.7
CC(=O)N1CCSc2ccc(S(=O)(=O)NCCc3cccc(C)c3)cc21 | 15 | 6 | 11 | 0.2 | 0 | 3 | -2 | -5 | -0.4
COc1ccc(CCNC(=O)c2ccc(Cl)cc2)cc1OC | -1 | -7 | 10 | 0.5 | -6 | -5 | 4 | 2 | -1.3
O=C(OCc1csc(-c2ccccc2)n1)c1cccs1 | 6 | 1 | 3 | -1.6 | -1 | -5 | -1 | -10 | -0.6
O=c1c2ccccc2n(Cc2cccc(F)c2)c(=O)n1C1CCCC1 | 5 | -3 | 1 | -0.1 | -19 | -3 | 0 | -19 | -0.4
COc1cc([C@H]2c3[nH]c4ccccc4c3C[C@H]3C(=O)N4[C@@H](c5cc(OC)c(OC)c(OC)c5)c5[nH]c6ccccc6c5C[C@H]4C(=O)N23)cc(OC)c1OC | 3 | 3 | 3 | 2.0 | . | -5 | -3 | 5 | 0.6
CCCCSc1nnc(-c2ccc(NC(=O)CCc3ccccc3)cc2)n1C | 1 | -4 | 16 | 1.3 | 3 | -8 | -4 | -16 | -0.1
N#C/C(=C\c1ccc(OCCN2CCOCC2)cc1)C(=O)Nc1ccccc1 | 7 | 12 | 9 | 1.0 | -13 | -7 | -1 | -30* | 1.0
CCn1c(SCC(=O)NCCOC)nc2sc3c(c2c1=O)CCCC3 | 2 | -4 | 13 | -0.8 | -13 | 1 | 0 | 10 | -0.4
CCOc1ccc(NC(=O)N2CC3CCCN3c3ccccc32)cc1 (stereo not drawn) | 0 | . | 2 | -0.4 | -61* | 3 | -7 | 19 | 0.9
O=C(N/N=C/c1ccncc1)c1cccs1 | 0 | . | . | . | -10 | 4 | -2 | 9 | -0.5
Cn1c(=O)c2c(nc(NCc3ccco3)n2Cc2ccc(Cl)cc2Cl)n(C)c1=O | 1 | 4 | -2 | 2.5 | 9 | 5 | 8 | -1 | -1.2
CCC1(C)Cc2c(sc3nc(SC)[nH]c(=S)c23)CO1 (stereo not drawn) | 0 | 10 | 4 | -0.2 | 8 | 9 | 7 | -2 | 0.6
COc1ccccc1CNC(=O)[C@H](C)NC(=O)C1CCN(C(=O)[C@@H](N)CCSC)CC1 | 0 | -6 | 3 | 0.4 | . | -1 | -1 | -29 | 0.2
CCCCn1c(SCC(=O)NCCOC)nc2ccc(N3CCOCC3)cc2c1=O | 0 | -3 | 17 | 1.0 | 1 | -1 | 11 | -15 | 0.2
Cc1[nH]n(-c2ccccc2)c(=O)c1/C=N/NC(=O)COc1ccccc1[N+](=O)[O-] | -1 | -4 | 1 | -0.6 | 1 | -6 | -5 | 8 | -0.3

Part of the list above with just D2 antag and TRHR PAM.
canonical_smiles	D2 antag	TRHR PAM
C=CCc1cc(C)ccc1OCCCC(C(=O)OCC)C(=O)OCC	-4	-3
COc1ccc(CCNC(=O)c2ccc(Cl)cc2)cc1OC	-7	4

Back to the main list, repeating the two entries before the break.
SMILES | D1 ag | D2 antag | D2 potentiator | D2 agonist | RXFP1 antagonist | D1 potentiator | TRHR PAM | D1 antagonist | TRHR agonist
CCCCn1c(SCC(=O)NCCOC)nc2ccc(N3CCOCC3)cc2c1=O | 0 | -3 | 17 | 1.0 | 1 | -1 | 11 | -15 | 0.2
Cc1[nH]n(-c2ccccc2)c(=O)c1/C=N/NC(=O)COc1ccccc1[N+](=O)[O-] | -1 | -4 | 1 | -0.6 | 1 | -6 | -5 | 8 | -0.3
CC(=O)c1ccc(NC(=O)NC2CCCc3ccccc32)cc1 (stereo not drawn) | 19 | -6 | 5 | 2.3 | 3 | -8 | 0 | -18 | 1.0
COc1ccc(NC(=O)CN2C(=O)C(C)Oc3ccccc32)c(OC)c1 (stereo not drawn) | 4 | 0 | 4 | -2.2 | 8 | -9 | 1 | -2 | -1.0
CCOc1ccc(NCc2cccn2-c2nnc(N3CCC(C(=O)NCCOC)CC3)s2)cc1 | 1 | . | -5 | -0.4 | -14 | -5 | 3 | -20 | 0.1
c1ccc2c(-c3nc4ncccc4o3)cccc2c1 | 1 | -4 | 5 | 0.2 | 3 | -3 | 0 | -27 | -0.1
CC(=O)Nc1cccc(NC(=O)c2csc(C)c2)c1 | 0 | 11 | 0 | -0.5 | -1 | 0 | -3 | -3 | 7.9
CC1CCCCN1Cc1ccc(-c2nn[nH]n2)cc1 (stereo not drawn) | 2 | -3 | 9 | 3.4 | -6 | 6 | 1 | -5 | -0.1
CSCCC(NC(=O)c1ccccc1Cl)C(=O)Nc1ccncc1 (stereo not drawn) | 0 | -1 | 15 | 0.9 | 1 | 6 | 1 | 3 | 0.2
Cc1cccc(OCC(=O)N(Cc2ccc(C(C)C)cc2)Cc2ccco2)c1C | 13 | . | -8 | 1.4 | ? | 1 | 4 | -15 | 4.2
Nc1ccc(CNc2ncn[nH]2)cc1 | 1 | 12 | 0 | -0.3 | 10 | 0 | -2 | 32 | -0.1
Cc1ccc(-n2c(-c3ccc(Br)cc3)nc3c(cnn3-c3ccccc3)c2=O)cc1 | 7 | . | -1 | -0.5 | -2 | -2 | -4 | -8 | 0.9
CC1CCN(CCCNC(=O)c2coc3nc4ccccc4nc23)CC1 | 0 | . | . | . | 5 | -4 | -2 | -4 | 0.2
Cc1cc(Cl)ccc1NC(=O)CCn1nc(C)c2c(C)n(-c3ccccc3)nc2c1=O | 0 | . | -1 | -0.6 | -13 | 1 | 2 | 15 | -0.2
CCCNC(=O)c1ccc2nc(CCc3ccccc3)oc2c1 | 0 | . | 3 | 0.8 | . | -4 | -5 | -4 | -0.3
CCCNC(=O)c1cnc(-c2ccccc2)nc1-c1ccccc1 | 0 | -11 | -2 | -0.4 | -4 | -5 | 0 | 5 | -1.0
COc1nnnc2c1sc1nc(N3CCOCC3)c3c(c12)CC(C)(C)OC3 | 3 | -13 | 14 | -1.0 | . | -2 | 1 | -3 | 1.5
Cc1ccc(NC(=O)c2c(C)oc3ccc(O)c(CN4CCCCCC4)c23)cc1 | 4 | . | 9 | -1.2 | -10 | -1 | 6 | 22 | -1.0
O=C(CC1C(=O)NCCN1Cc1ccc(-c2ccccc2)cc1)NCCc1ccccn1 (stereo not drawn) | 1 | -19 | 7 | 3.1 | 4 | -6 | -4 | 1 | 0.3
Cc1onc(-c2ccccc2)c1C(=O)NC(=S)Nc1sc2c(c1C#N)CCC(C)C2 (stereo not drawn) | 3 | -2 | -2 | 9.6 | -4 | -8 | -2 | 13 | -0.4
Cc1ccccc1NS(=O)(=O)c1ccc(C)c(C(=O)N2CCOCC2)c1 | 3 | 1 | 2 | 0.3 | 4 | -2 | 2 | -27 | -0.5
COc1ccc(N/C=C(\C#N)S(=O)(=O)c2ccc(OC)cc2)cc1 | 2 | -2 | -1 | -0.4 | -2 | 7 | -2 | -7 | -0.6
O=C(CC1Oc2ccccc2NC1=O)NCCCN1CCCC1=O (stereo not drawn) | 2 | -14 | -2 | 3.2 | . | . | -8 | 5 | 0.1
CC1CCN(c2nc3c(c(=O)[nH]c(=O)n3C)n2CCCc2ccccc2)CC1 | 1 | -1 | 45* | -0.4 | . | 2 | -13 | 43 | -1.4
COc1ccc(OCc2n[nH]c(=S)o2)cc1 | 0 | -9 | 27 | 0.5 | -5 | -1 | 0 | -2 | -0.5
Cc1ccc(S(=O)(=O)N2CCCCC2)cc1NC(=O)CSc1ncccn1 | 1 | -9 | 11 | -0.6 | 2 | 8 | 1 | -4 | -0.5
O=C(CN1C(=O)CCC1=O)Nc1cccc(NC(=O)CN2C(=O)CCC2=O)c1 | 2 | . | 1 | . | -2 | -3 | 0 | 4 | 0.5
CCS(=O)(=O)Nc1ccccc1C(N)=O | 2 | -2 | 3 | -1.4 | -12 | -2 | 0 | 8 | 0.5
CCn1nc(C)cc1-c1nnc(Sc2ncc([N+](=O)[O-])s2)n1C | 0 | -3 | -2 | 1.6 | -73* | 0 | -2 | -1 | 3.7
Cc1ccc(OC(=O)c2cc(-c3ccc4c(c3)OCCO4)on2)c(C)c1 | 8 | . | 3 | 2.9 | 2 | -2 | 3 | 12 | 0.9
CCn1ccnc1CNC(=O)c1ccc2oc(C(C)C)nc2c1 | 6 | 22 | -3 | 0.8 | 7 | 0 | 8 | 9 | -0.6
Cc1c(C)c2c(OCC(=O)NCC(O)c3ccccc3)cc3c(c2oc1=O)CCC(C)(C)O3 (stereo not drawn) | 3 | -14 | 6 | 0.0 | . | 11 | -4 | -3 | -0.3
CN1OC(COC(=O)c2ccc(Cl)cc2)CC1c1ccccc1 (stereo not drawn) | 3 | 23 | -2 | -1.9 | -16 | -3 | -5 | -4 | 0.3
COc1ccc(/C=C2/SC(=O)N(CCNC(=O)C3COc4ccccc4O3)C2=O)cc1 (stereo not drawn) | 3 | -5 | 0 | 0.3 | -17 | -3 | 9 | -15 | 0.2
COc1ccc(N(C(=O)c2ccccc2C)S(=O)(=O)c2cccs2)cc1 | 12 | 5 | 2 | 1.5 | -2 | -5 | -11 | -16 | 1.2
NC(=O)c1cccc2c(=O)oc3ccccc3c12 | 3 | -7 | 5 | 0.2 | 0 | -5 | 6 | -5 | 0.7
CCc1cc(C(=O)N2CCCC(CNS(=O)(=O)c3cccs3)C2)n(C)n1 (stereo not drawn) | 2 | 1 | 2 | -0.1 | 1 | -3 | -3 | -28 | -0.9
Cc1cccc(C(=O)Nc2ccc3c(c2)ncn3C)c1 | 0 | 7 | -3 | -0.5 | 12 | -1 | -4 | -4 | -0.4
COc1ccc(/C=N/NC(=O)c2ccc(Cl)cc2Cl)cc1COC(C)=O | 0 | -4 | 6 | 1.9 | 3 | -3 | 2 | 3 | 0.1
Cc1nc2c(-c3ccc(F)cc3)c(C)nn2c(C)c1CCC(=O)NCc1ccco1 | 0 | -5 | 2 | -2.1 | . | . | 26 | -61* | -0.5
